Source: PubChem BioAssay
TSG101-PTAP inh: blocks PTAP/TSG101 interaction to inhibit HIV-1 budding; Fluorescence polarization, FITC-PTAP peptide / Tsg101 binding; Potency, µM (titrated, usually from 115 µM), for inactives: top-dose activity change, negative = inhibition, hits mostly inhibitors; 340,000 tested, under 10 active; AID 493005; active = well fitted inhibition curve with a large enough effect in the main read-out, with a control signal flat, not every such curve was filed as active; inconclusive = small, poorly fitted or top-dose-only effect, or effect the other way, or a change in a side signal; inactive = no such curve, though single readings can be large or run the other way; also: potency is read from the fitted curve at half-maximal effect; % of control where 0% means no effect
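Steps: Tsg101 binding domain dispensed (10 uM final), compounds pinned in DMSO, FITC-labeled PTAP-motif peptide added (50 nM final); after 20 min binding at room temperature, polarization measured.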
AT treatment: potential ataxia-telangiectasia treatment; AID 485349; […] A-T fibroblasts, KAP-1 phosphorylation AlphaLISA; neocarzinostatin DNA damage 30 min before lysis; 320,000 compounds, 0.19% hits; Potency, µM (highest dose often 57.5 µM), without a hit: at the top dose activation, most hits filed as activators; also: potency is read from the fitted curve at half-maximal effect; % of control where 0% means no effect; nearly all actives have a fitted effect of over 45% in size
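ATM-like activity read as KAP-1 phosphorylation via AlphaLISA donor/acceptor antibody pairs after lysis and 6 hr at 25C. Cells were ATM-null patient fibroblasts ([…], hTERT), dosed 60 min, then exposed to the DSB inducer NCS for 30 min.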
CXXC DNA block: blocks binding of human MLL CXXC domain to DNA; MLL-CXXC / FITC-HOXA9 DNA fluorescence polarization; 290,000 compounds, 0.037% hits; Q03164; Potency, µM (titrated, usually from 115 µM), for inactives: top-dose activity change, negative = inhibition, actives largely listed as inhibitors; active = well fitted inhibition curve with a large enough effect in the polarisation, with a control signal flat, not every such curve was filed as active; inconclusive = small, poorly fitted or top-dose-only effect, or effect the other way, or a change in a side signal; inactive = no such curve, though single readings can be large or run the other way; the % refers to the polarisation; also: potency is read from the fitted curve at half-maximal effect
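Purified MLL-CXXC (added from a 7 uM solution) was preincubated 5 min at ambient with pinned compounds in 50 mM Tris-HCl pH 7.5, 50 mM NaCl, 1 mM DTT, 0.05% BSA. Fluorescein-labeled HOX-A9 DNA (50 nM solution) followed, 30 min, then polarization read.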
ASM inhibitor: inhibitors of human secretory acid sphingomyelinase. Potency, µM (highest dose often 57.5 µM), without a hit: at the top dose activity change, negative = inhibition, hits mostly inhibitors. P17405. placental ASM, HMU-PC fluorogenic substrate, 60 min. 340,000 compounds, 0.006% hits; also: potency is read from the fitted curve at half-maximal effect
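Human placenta-derived ASM enzyme was preincubated with compound for 10 minutes at room temperature, then given fluorogenic substrate HMU-PC0 (9 uM final) for 60 minutes at 37 °C; a pH 10 stop preceded fluorescence reading at Ex 386/Em 447 nm.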
a7 integrin act: activates integrin-mediated alleviation for muscular dystrophy. alpha7betagal myoblasts, beta-gal FDG fluorescence, 48 h. Potency, µM (highest dose often 38.3 µM), for inactives: at the highest dose activation, hits mostly activators. 350,000 compounds, 0.064% hits. AID 624291;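 also: potency is read from the fitted curve at half-maximal effect; 100% = response of the positive control SU9516; nearly all actives have a fitted effect of over 60% in size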
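alpha7betagal+/- myoblasts (passage 13, 250/well) treated 48 h at 37C with compounds at 1:260 dilution of DMSO stock. Lysed, then beta-galactosidase activity read as FDG fluorescence (ex 480/em 540) after 30 min, with pre-read for autofluorescence.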
Menin-MLL TR inh: displaces Texas Red mutant MLL peptide from human menin; Potency, µM (doses to about 61.6 µM), for inactives: at the top dose FP activity change, negative = inhibition, actives largely listed as inhibitors; 270,000 compounds, 0.23% hits; Menin + Texas Red MLL mutant peptide, fluorescence polarization; AID 1768; O00255; active = well fitted inhibition curve with a large enough effect in the polarisation, with a control signal flat, not every such curve was filed as active; inconclusive = small, poorly fitted or top-dose-only effect, or effect the other way, or a change in a side signal; inactive = no such curve, though single readings can be large or run the other way; the % refers to the polarisation; also: potency is read from the fitted curve at half-maximal effect; % of control where 0% means no effect; many of its hits are not listed in these tables
Target sequence (O00255 whole entry, looked up): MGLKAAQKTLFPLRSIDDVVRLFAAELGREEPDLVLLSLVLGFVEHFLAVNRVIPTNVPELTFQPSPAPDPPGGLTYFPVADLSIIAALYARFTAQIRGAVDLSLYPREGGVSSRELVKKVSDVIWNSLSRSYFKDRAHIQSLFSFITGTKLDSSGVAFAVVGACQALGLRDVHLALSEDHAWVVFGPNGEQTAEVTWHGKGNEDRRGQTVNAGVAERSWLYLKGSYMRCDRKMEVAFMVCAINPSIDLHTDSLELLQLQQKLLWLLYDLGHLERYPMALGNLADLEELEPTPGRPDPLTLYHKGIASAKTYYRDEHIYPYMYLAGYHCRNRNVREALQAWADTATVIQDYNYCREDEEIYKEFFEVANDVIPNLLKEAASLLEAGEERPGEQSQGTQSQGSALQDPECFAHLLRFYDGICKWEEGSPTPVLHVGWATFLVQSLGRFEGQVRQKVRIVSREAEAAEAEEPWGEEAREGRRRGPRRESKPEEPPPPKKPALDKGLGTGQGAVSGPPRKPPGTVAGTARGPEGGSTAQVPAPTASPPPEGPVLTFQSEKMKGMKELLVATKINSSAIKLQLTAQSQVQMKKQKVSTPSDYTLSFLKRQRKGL
MBNL1 CUG block: MBNL1-poly(CUG) RNA binding inhibition. 280,000 compounds, 0.036% hits. AID 2675. TR-FRET MBNL1-His/biotin-(CUG)12 binding, 665/545 ratio. Potency, µM (top dose mostly 57.5 µM), for inactives: at the top dose activity change, negative = inhibition, usual class: inhibitors; active = well fitted inhibition curve with a large enough effect in the signal ratio, with a control signal flat, not every such curve was filed as active; inconclusive = small, poorly fitted or top-dose-only effect, or effect the other way, or a change in a side signal; inactive = no such curve, though single readings can be large or run the other way; the % refers to the signal ratio; also: potency is read from the fitted curve at half-maximal effect; % is scaled to controls: 0 for no effect and ±100 for the full control effect
Target sequence (Q9NR56 whole entry, looked up): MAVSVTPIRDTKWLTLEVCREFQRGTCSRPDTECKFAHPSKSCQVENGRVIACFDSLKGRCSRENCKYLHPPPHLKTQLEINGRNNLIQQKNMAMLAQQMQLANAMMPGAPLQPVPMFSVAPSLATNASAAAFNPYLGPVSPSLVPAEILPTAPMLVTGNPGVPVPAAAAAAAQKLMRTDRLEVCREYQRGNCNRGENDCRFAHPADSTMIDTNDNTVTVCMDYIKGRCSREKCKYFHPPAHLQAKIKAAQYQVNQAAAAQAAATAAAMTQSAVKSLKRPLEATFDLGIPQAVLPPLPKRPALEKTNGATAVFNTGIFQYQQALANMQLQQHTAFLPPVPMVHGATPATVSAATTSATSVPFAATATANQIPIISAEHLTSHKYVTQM
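His-tagged MBNL1 binding to biotinylated (CUG)12 RNA was measured by TR-FRET using terbium anti-His antibody (0.055 ng/ul final) and streptavidin-XL665 (5 nM final). Compounds were titrated 92 nM to 58 uM; 60 min at room temperature.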
TSHR antagonist: blocks TSH signaling through the human TSH receptor; TSHR-expressing cells, TSH-stimulated cAMP HTRF, 2 h; hits give low values; 330,000 compounds, 0.2% hits; activity change, negative = inhibition, % at 11.5 µM; P16473;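 active = activity change below a set negative limit, meaning inhibition stronger than a set level, cut at about -70% in these data; inconclusive = activity change between two set negative limits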; also: % is scaled to controls: 0 for no effect and ±100 for the full control effect
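TSHR-expressing cells, 200/well, pre-treated with compound, then stimulated with EC80 TSH (4nM final) for 2 hours at 37 deg C. cAMP measured by competitive HTRF: anti-cAMP cryptate antibody in lysis buffer plus cAMP-d2, read after 30 minutes at room temperature.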
Mito fusion yeast: mitochondrial division inhibition or fusion activation. S. cerevisiae fusion-defective mutant growth rescue, CellTiterGlo 48 h. Potency, µM (highest dose often 46.1 µM), for the others: at the highest dose growth rescue (activation), hits mostly activators. 320,000 compounds, 0.23% hits;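 also: potency is read from the fitted curve at half-maximal effect; % of control where 0% means no effect; nearly all actives have a fitted effect of over 45% in size; temperature-sensitive fusion mutants such as fzo1-1 at 37 °C on non-fermentable ethanol glycerol medium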
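Compounds are tested for their ability to restore growth of mitochondrial fusion-defective yeast strains at non-permissive 37C in YPEG medium over 48 hours. Viability is quantified by luciferase luminescence.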
TCR activator: activators of T cell receptors | primary human leukocytes, anti-CD3, IL-2 HTRF, 48 h | Potency, µM (top dose mostly 9.22 µM), inactives show at the top dose activation of IL-2 secretion, hits mostly activators | 330,000 tested, under 10 active; also: % of control where 0% means no effect
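IL-2 produced over 48 hr by a-CD3 bead-stimulated primary human leukocytes exposed to compounds was detected with a homogeneous time-resolved FRET immunoassay, 665nm acceptor signal after 320nm excitation.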
Starred values were filed as active, the others as inactive; ? = inconclusive; . = not tested or not shown; [ ] = remark or other dose. Unless noted, calls follow the shape of the dose curve; as a rule, active = well fitted curve in the direction sought with a large enough effect; inconclusive = small, poorly fitted or top-dose-only effect, or another doubt; inactive = no such curve, though single readings can be large; an effect the other way counts as inactive or inconclusive. A portion of the library (hit frequency here may not be typical).

SMILES	TSG101-PTAP inh	AT treatment	CXXC DNA block	ASM inhibitor	a7 integrin act	Menin-MLL TR inh	MBNL1 CUG block	TSHR antagonist	Mito fusion yeast	TCR activator
CC(C)C(=O)NC(=S)Nc1ccc(S(=O)(=O)N2CCN(C)CC2)cc1	-1%	12%	-2%	-1%	19%	4%	.	10	0%	1%[46.1 µM]
COc1ccc2oc(N)nc2c1	-1%	.	.	5%	-15%	.	.	.	.	5%
CCOC(=O)C1=C(CP(=O)(c2ccccc2)c2ccccc2)NC(=O)NC1c1ccc(OC)cc1 (stereo not drawn)	1%	-4%	2%	.	25%	-5%	-3%	6	-6%	5%[46.1 µM]
CCOC(=O)c1sc2nc3c(SCC(=O)O)cc(C(=O)c4ccccc4O)cn3c(=O)c2c1C	1%	-4%	-41%	-1%	14%	?	-1%	-22	-3%	-10%
O=C(Nc1ccc(CN2CCS(=O)(=O)CC2)cc1)c1ccccc1	-5%	-6%	-3%	-2%	0%	.	6%	4	-9%	-2%
CCC1S/C(=N/N=C/c2cccs2)NC1=O (stereo not drawn)	-5%	-1%	-4%	3%	7%	-3%	8%	-1	1%	5%
COc1ccc(CN2CCC(n3nccc3NC(=O)C3CCCC3)CC2)cc1	-4%	5%	20%	1%	-59%[inhibitor]	.	-2%	4	-1%	-1%
CC(=O)c1cccc(NC(=O)CC2S/C(=N/N=C/c3cccs3)NC2=O)c1 (stereo not drawn)	-2%	1%	-11%	3%	13%	?	0%	3	0%	5%
O=C1CSC(=S)N1c1ccc(F)c(Cl)c1	-5%	16%	-14%	3%	-17%	53%[activator]	-11%	-2	14%	0%
CC(C)CCNC(=O)c1ccc(Cl)c(N)c1	.	4%	-1%	.	.	4%	-1%	0	-2%	.
Cc1ccc(C(=O)NNC(=O)c2ccc(S(=O)(=O)N(C)c3ccccc3)cc2)cc1	-1%	0%	.	-4%	-5%	.	.	-9	1%	5%
C(=N\n1cnnc1)/c1ccc(OCc2cccc3ccccc23)cc1	-3%	-2%	10%	-23%	-26%	8%	8%	-1	9%	-1%
Cc1cc(C(=O)Nc2cccc(O)c2)c(C)o1	-10%	2%	-5%	-1%	17%	1%	-1%	10	-5%	-6%
Cn1cnnc1SCC(=O)Nc1ccc(Cl)cn1	-1%	-2%	-8%	4%	?	-15%	-1%	-3	-1%	4%
CC1Cc2ccccc2N1C(=O)CN(C)CC(=O)Nc1cccc(F)c1 (stereo not drawn)	1%	0%	.	-1%	-41%	.	.	-6	7%	.
CN(CC(=O)Nc1ccc2c(c1)OCCO2)S(=O)(=O)c1cccc2cccnc12	1%	17%	-5%	-2%	-26%	2%[11.7 µM]	4%	3	1%	-10%
COc1cc(NC(=O)CN2C(=O)C(C)N(c3ccc(C)cc3)C2=O)cc(OC)c1 (stereo not drawn)	-1%	3%	.	-4%	3%	.	.	-6	-11%	7%
CCCOc1ccc(Br)cc1CSC(=N)N	-3%	3%	9%	2%	-60%[inhibitor]	-13%	-5%	-20	3%	-6%[46.1 µM]
Cc1csc(SCCn2c(N3CCN(c4ccccc4)CC3)nc3c2c(=O)[nH]c(=O)n3C)n1	-4%	7%	-3%	0%	21%	-3%	-9%	-17	0%	8%
N#C/C(=C\c1ccc(-c2ccc(C(=O)O)cc2)o1)C(=O)Nc1ccc(F)cc1	?	-7%	?	23%	?	?	?	-3	5%	.
COc1cccc([C@@H]2CC=C(C(=O)O)[C@H](c3ccc(F)cc3)N2S(=O)(=O)c2ccc(C)cc2)c1	-1%	8%	.	3%	-3%	.	.	-4	-1%	-3%
CCn1nc(NS(=O)(=O)c2cccc3nonc23)c2cc3ccc(C)cc3nc21	0%	-5%	7%	-4%	1%	.	?	-3	-2%	-1%
COc1ccc(-c2cn[nH]c2N)c(OC)c1	-6%	-2%	4%	2%	20%	-15%	5%	-5	-6%	-2%
COC(=O)N[C@@H]1C[C@H]2[C@@H]3CC[C@H]4C[C@@H](OC)CC[C@]4(C)[C@H]3CC[C@@]12C	-1%	29%	.	-10%	12%	.	.	-12	-18%	1%
O=C(CP(=O)(c1ccccc1)c1ccccc1)Nc1nc2ccccc2s1	-10%	-4%	4%	-1%	-14%	.	0%	-2	15%	-10%
c1ccc(-c2nnc3sc(-c4cc5ccccc5o4)nn23)cc1	-2%	4%	2%	-17%	0%[7.66 µM]	1%	2%	-12	-2%	.
CCOc1ccc(S(=O)(=O)c2c[nH]c3ccccc3c2=O)cc1	-7%	0%	13%	0%	-27%	?	-4%	-5	-1%	4%
O=C(c1cc([N+](=O)[O-])ccc1N1CCCCC1)N1CCc2ccccc21	1%	5%	7%	-18%	-4%	-2%	3%	-1	0%	4%[46.1 µM]
COc1ccccc1NC(=O)c1cc2ccc(O)cc2o/c1=N\O	-4%	-1%	21%	206%[activator]	-16%	?	-24%	-3	4%	-5%
CCOC(=O)C1=CN(Cc2cccc(F)c2)S(=O)(=O)N(CC)C1c1ccc(C(F)(F)F)cc1 (stereo not drawn)	-2%	5%	.	0%	4%	.	.	3	.	3%[46.1 µM]
CCCc1ccc2oc(C(=O)N3CCN(c4cnccn4)CC3)c(C)c2c1	-2%	1%	10%	-18%	8%	.	-7%	3	1%	-1%
COc1ccc2c(c1)Cc1sc(NC(C)=O)nc1-2	-6%	-8%	4%	2%	21%	16%	?	-1	1%	-3%
CCC(C)c1ccc(NC(=O)COC(=O)CCNS(=O)(=O)c2cccs2)cc1 (stereo not drawn)	-4%	-9%	.	-2%	17%	.	.	.	.	-7%
CCNC(=O)CN(c1ccc(C)cc1)S(=O)(=O)c1ccccc1	-3%	.	9%	1%	2%	-5%	-2%	9	-2%	-5%
Cc1ccc(OCc2cc(C(=O)N(C)CCc3ccccn3)no2)cc1C	-4%	-1%	4%	0%	?	1%	-8%	3	?	-5%
CC(C)c1ccc(/C=C2\SC(N3CCCC3)=NC2=O)cc1	0%	-2%	7%	-2%	-1%	-1%	?	-1	-3%	0%[46.1 µM]
CCSc1ccc(/C(N)=N/OC(=O)c2cccs2)cn1	-1%	-1%	-5%	6%	0%	.	2%	-7	2%	-2%
COc1ccc(-c2cc(C(=O)NCc3ccccc3)no2)cc1OC	-1%	5%	5%	1%	16%	?	5%	25	1%	1%
CN(C)c1ccc(C=C2C=CC=C2)cc1	0%	.	.	-19%	-15%	.	.	.	.	-1%
C=CCn1c(SCC(=O)Nc2ccc(NC(C)=O)cc2)nc2sc(C)c(C)c2c1=O	-3%	0%	.	1%	12%	.	.	3	-6%	3%
O=C(NN=CC=Cc1ccccc1)C(O)C(O)C(=O)NN=CC=Cc1ccccc1 (stereo not drawn)	0%	.	.	-3%	34%	.	.	.	.	16%
Nc1cccc(C(=O)NCCNC(=O)c2cccc(N)c2)c1	-3%	0%	10%	4%	-12%	4%	-4%	7	2%	0%
Cc1cc(C)n2nc(N)c(N=Nc3ccc4c(c3)OCO4)c2n1	8%	.	36%[activator]	-5%	-9%	?	-1%	-7	-3%	0%[46.1 µM]
CCN(C(=O)COc1ccccc1[N+](=O)[O-])C1CCS(=O)(=O)C1 (stereo not drawn)	0%	3%	5%	.	26%	1%	5%	0	-5%	-4%[46.1 µM]
COc1ccc(C2c3ccc4ccccc4c3Oc3ncn4nc(Cc5ccccc5)nc4c32)cc1OC (stereo not drawn)	-5%	-1%	3%	0%	-15%	-2%	.	1	2%	-1%[46.1 µM]
Cc1ccc2nc(-c3cccc(S(=O)(=O)N(C)C)c3)cn2c1	0%	2%	5%	0%	-14%	?	-8%	-29	1%	3%
CCOc1ccccc1NS(=O)(=O)c1ccc(Br)s1	-7%	.	1%	0%	25%	2%	3%	.	0%	2%
CC(OC(=O)c1ccc(NS(=O)(=O)c2ccc3[nH]c(=O)[nH]c3c2)cc1)C(N)=O (stereo not drawn)	-4%	5%	-2%	1%	-23%	9%	-2%	12	3%	3%
COc1ccccc1OCC(=O)N(Cc1nc(-c2ccccc2)no1)C(C)C	-9%	8%	12%	-11%	-15%	-11%	-3%	-1	10%	-2%
NC(=O)CC(NC(=O)Cc1ccc(Cl)cc1)c1ccc(N2CCN(c3ccccn3)CC2)c([N+](=O)[O-])c1 (stereo not drawn)	-1%	1%	-4%	5%	18%	0%	20%	-4	1%	-1%
